Vif-A3G inh = qHTS for Inhibitors of Vif-A3G Interactions: qHTS. DNA dC->dU-editing enzyme APOBEC-3G (Homo sapiens), Q9HC16. HeLa A3G-eYFP + Vif (tagged APOBEC3G with the HIV-1 protein that degrades it), YFP fluorescence, overnight. Potency, µM (series often up to 46.1 µM), without a hit: at the highest dose activity, negative = active, actives largely listed as inhibitors. 0.076% of 410,000 active;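 also: potency is read from the fitted curve at half-maximal effect; % is scaled to controls: 0 for no effect and ±100 for the full control effect; nearly all actives have a fitted effect of over 60% in size; hits raise eYFP signal because A3G escapes Vif-driven loss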
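HeLa cells stably expressing Vif and C-terminally eYFP-tagged A3G, seeded overnight at 37 deg C, then exposed to compound by pintool overnight at 37 deg C. Rise in yellow fluorescence (Ex 488/Em 500-530, Acumen) marks blocked Vif-driven A3G degradation.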
RGS4 inh = Inhibitors of Regulator of G Protein Signaling (RGS) 4: qHTS; Regulator of G-protein signaling 4 (Homo sapiens), P49798; AID 504845, 2011; Potency, µM (titrated, usually from 114 µM), inactives show at the highest dose activity change, negative = inhibition, most hits filed as inhibitors; Transcreener GDP fluorescence polarization, RGS4-accelerated GTP hydrolysis; 0.039% of 390,000 active; also: potency is read from the fitted curve at half-maximal effect; % is scaled to controls: 0 for no effect and ±100 for the full control effect; nearly all actives have a fitted effect of over 75% in size; some results filed as inactive show a strong effect at the top dose
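MLSMR compounds (23 nl, pin-transferred) preincubated 10 min at room temperature with a 500nM (2x) first reagent, then RGS4 at 900nM (2x) plus Transcreener GDP mix added; fluorescence polarization (620/688 nm) read before and after 90 min at 30 °C.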
12-LOX inh = Primary qHTS assay for inhibitors of human arachidonate 12S-lipoxygenase (ALOX12): Round 2; Polyunsaturated fatty acid lipoxygenase ALOX12 (Homo sapiens), P18054; purified 12hLO, xylenol orange hydroperoxide absorbance; Potency, µM (highest dose often 108 µM), without a hit: top-dose activity change, negative = inhibition, most hits filed as inhibitors; 1.1% of 580,000 active; also: potency is read from the fitted curve at half-maximal effect; % is scaled to controls: 0 for no effect and ±100 for the full control effect
Target sequence (P18054 whole entry, looked up): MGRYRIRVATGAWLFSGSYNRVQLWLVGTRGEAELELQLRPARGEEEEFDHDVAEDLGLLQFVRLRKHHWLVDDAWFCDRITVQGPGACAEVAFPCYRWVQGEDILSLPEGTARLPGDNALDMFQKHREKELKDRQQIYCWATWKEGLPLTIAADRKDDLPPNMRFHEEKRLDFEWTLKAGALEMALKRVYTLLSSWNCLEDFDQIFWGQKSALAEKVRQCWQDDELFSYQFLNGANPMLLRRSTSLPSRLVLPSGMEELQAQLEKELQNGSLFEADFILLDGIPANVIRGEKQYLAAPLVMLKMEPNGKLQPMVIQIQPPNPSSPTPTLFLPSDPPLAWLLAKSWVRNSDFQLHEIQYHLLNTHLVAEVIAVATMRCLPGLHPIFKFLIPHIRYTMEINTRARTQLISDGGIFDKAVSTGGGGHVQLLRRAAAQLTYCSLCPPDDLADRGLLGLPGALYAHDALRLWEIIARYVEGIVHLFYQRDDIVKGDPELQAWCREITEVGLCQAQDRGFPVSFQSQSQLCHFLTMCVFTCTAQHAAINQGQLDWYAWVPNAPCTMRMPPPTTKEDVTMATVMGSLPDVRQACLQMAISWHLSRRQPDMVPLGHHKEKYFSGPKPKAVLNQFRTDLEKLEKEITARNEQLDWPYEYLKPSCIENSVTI
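Hydroperoxide product was detected by ferrous iron/xylenol orange as the 573 to 405 nm absorbance ratio. Arachidonic acid at 40 uM (final) was turned over for 30 min at room temperature by 150 nM human 12hLO, pH 7.0 Hepes buffer, after 15 min compound preincubation.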
ERG-DNA inh = qHTS for Small Molecule Inhibitors of the ERG Ets/DNA interaction | Transcriptional regulator ERG (Homo sapiens), P11308 | fluorescence polarization, His-ERG Ets domain / labelled DNA | Potency, µM (titrated, usually from 76.9 µM), for inactives: at the top dose FP activity, negative = inhibition, usual class: inhibitors | 0.028% of 370,000 active | AID 624246, 2012; active = well fitted inhibition curve with a large enough effect in the polarisation, with a control signal flat; inconclusive = small, poorly fitted or top-dose-only effect, or effect the other way, or a change in a side signal; inactive = no such curve, though single readings can be large or run the other way; the % refers to the polarisation;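 also: polarization taken with two DNA probes labelled with fluorescein and Texas red; potency is read from the fitted curve at half-maximal effect; % of control where 0% means no effect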
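His-tagged ERG Ets domain (1 uM in the protein solution; 300mM KCl, 50mM Tris-HCl, 1mM EDTA, 1mM DTT, pH 7.5) received compound, then a probe mix of 5 nM fluorescein-DNA and 100nM Texas-615-DNA. Fluorescence polarization was read for both dyes.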
D2 agonist = HTS Assay for Allosteric Agonists of the Human D2 Dopamine Receptor: Primary Screen for Agonists; D(2) dopamine receptor (Homo sapiens), P14416; HEK293 T-REx D2 cells, calcium flux agonist mode; activation, % at 2 µM; 0.53% of 340,000 active;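 active = activation over 3 SD above normal in the single-dose calcium agonist read, cut at about 30% in these data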; also: 0% is about no effect
Target sequence (P14416 whole entry, looked up): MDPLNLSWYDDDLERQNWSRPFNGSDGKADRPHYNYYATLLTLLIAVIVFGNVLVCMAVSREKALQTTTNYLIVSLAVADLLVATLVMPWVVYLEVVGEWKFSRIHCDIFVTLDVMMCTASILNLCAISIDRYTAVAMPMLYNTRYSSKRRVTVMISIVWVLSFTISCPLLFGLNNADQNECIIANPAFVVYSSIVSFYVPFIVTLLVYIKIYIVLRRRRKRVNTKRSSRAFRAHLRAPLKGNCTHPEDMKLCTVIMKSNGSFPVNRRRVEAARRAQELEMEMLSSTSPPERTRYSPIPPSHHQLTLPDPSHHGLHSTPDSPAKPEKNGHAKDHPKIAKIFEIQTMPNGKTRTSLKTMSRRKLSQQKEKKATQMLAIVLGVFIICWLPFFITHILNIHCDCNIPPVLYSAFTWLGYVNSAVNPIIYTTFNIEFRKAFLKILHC
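HEK293 Trex D2 cells, tetracycline-induced, o/n 30 C 5% CO2; no-wash Ca dye, RT 30–90 min; 10-cycle baseline, 23 nl cpd added, kinetic Ca read 180 s; agonist hits = positive Ca response.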
LDHA block = qHTS assay for inhibitors of human lactate dehydrogenase; purified LDHA, NADH/diaphorase-resazurin fluorescence; stronger effect = lower value; activity change, % (values are at about 110 or 230 µM); 0.15% of 480,000 active; in the data active = activity change below about -30%; inconclusive = mostly about -25% to -30%;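 also: plate controls were DMSO wells for no effect and wells without enzyme for full effect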
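Resorufin fluorescence (ex540/em590), read at 0 and 20 min after diaphorase/resazurin addition, reports the NADH left after a 5 min room-temperature reaction of 2 nM human LDH5 with 0.06 mM NADH and 0.2 mM pyruvate.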
Vif-A3F inh = qHTS for Inhibitors of Vif-A3F Interactions: qHTS. Potency, µM (doses to about 46.1 µM), inactives show top-dose activity, negative = active. 0.2% of 390,000 active. HeLa A3F-eYFP + Vif (tagged APOBEC3F with the HIV-1 protein that degrades it), YFP fluorescence increase. AID 602313, 2012; also: potency is read from the fitted curve at half-maximal effect; % of control where 0% means no effect; nearly all actives have a fitted effect of over 65% in size
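HeLa cells stably expressing A3F-eYFP plus Vif, plated and incubated overnight at 37 deg C, then exposed to compounds overnight at 37 deg C. Blocked degradation read as raised yellow fluorescence (Ex 488/Em 500-530).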
Glioma ERSR ind = qHTS for Inducers of the Endoplasmic Reticulum Stress Response (ERSR) in Human Glioma: qHTS | U87-MG GRP78 promoter luciferase reporter, 16 h | 0.02% of 420,000 active | Potency, µM, inactives show top-dose activation, hits mostly activators | AID 602332, 2012; also: potency is read from the fitted curve at half-maximal effect; series mostly up to about 76 µM; % of control where 0% means no effect; nearly all actives have a fitted effect of over 35% in size
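Stably transfected U87-MG human glioma cells carrying a GRP78-based luminescent sensor were seeded at 1000 cells/well, pin-dosed with compounds and incubated 16 h. Luciferase reagent was then added, and end-point luminescence was read after 10 min at room temperature.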
D2 antag = HTS Assay for Allosteric Antagonists of the Human D2 Dopamine Receptor: Primary Screen for Antagonists. D(2) dopamine receptor (Homo sapiens), P14416. HEK293 TREx D2 cells, calcium flux, dopamine EC80. inhibition, % at 10 µM. 2% of 340,000 active. AID 485344, 2010; in the data active = inhibition above about 30%; also: 0% is about no effect
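Dopamine at EC80 is the agonist stimulus; test compounds precede it by 180 s. Calcium flux read kinetically in a force-coupled, inducible HEK293 T-REx D2 cell line.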
* hit, by the source's call; i = inactive; ? = inconclusive; . = not tested or not shown; & = joins results of further samples; [ ] = remark or other dose. Unless noted, calls follow the shape of the dose curve; as a rule, active = well fitted curve in the direction sought with a large enough effect; inconclusive = small, poorly fitted or top-dose-only effect, or another doubt; inactive = no such curve, though single readings can be large; an effect the other way counts as inactive or inconclusive. A portion of the library; count on the stated rates, not on these rows.

Molecule | Vif-A3G inh | RGS4 inh | 12-LOX inh | ERG-DNA inh | D2 agonist | LDHA block | Vif-A3F inh | Glioma ERSR ind | D2 antag
O=C(CSc1nc2ccccc2c(=O)n1Cc1ccccc1)Nc1ccc(Br)cc1C(=O)O | -11% | -5% | ? | 7% | -2.7 | -18 | 1% | -2% | -8
CC1CCN(S(=O)(=O)c2cn(CC(=O)Nc3ccc(F)c(Cl)c3)c(=O)c3ccccc23)CC1 | -13% | -2% | -25% | 1% | -1.0 | -1 | -3% | -3% | .
O=C(NCCc1ccccc1)c1ccc(Cl)nc1 | 0% | 6% | 0% | -11% | 0.3 | 0 | 1% | -8% | -16
Cc1cc(C)cc(NC(=O)N2CCNC(=O)C2CC(=O)Nc2cc(Cl)ccc2Cl)c1 (stereo not given) | -3% | -4% | 8% | -4% | -0.9 | -2 | -6% | -4% | -20
C#CCOCCOCCOCCNc1nc(N2CCN(C(=O)[C@H]([C@@H](C)CC)n3cc([C@@H](N)CC(C)C)nn3)CC2)nc(N2CCN(C(=O)[C@H](Cc3ccc(O)cc3)n3cc([C@@H](N)C(C)CC)nn3)CC2)n1 (stereo not given in full) | 1% | 16% | -12% | 3% | 0.0 | -7 | 6% | -1% | -4
Clc1ccccc1N/N=C/c1ccc2c(c1)OCO2 | -11% | -18% | 35µM* | 5% | 0.7 | 0 | 0% | 1% | 6
O=C(CSc1ccccc1)N1CCc2c([nH]c3ccccc23)C1c1ccc(Cl)cc1 (stereo not given) | 6% | 8% | -14% | 5% | 2.7 | -5 | 3% | -2% | .
C=CC[n+]1ccn(-c2nc3ccccc3nc2[N-]S(=O)(=O)c2cccs2)c1 | 0% | 6% | i | -22% | -0.9 | -8 | -10% | 0% | -1
O=C(CN1CCc2ccccc21)NC(=O)NC1CCCCC1 | -8% | 11% | 6% | -11% | -0.5 | -6 | 2% | 3% | 33*
Cc1cc(Nc2ccc(Br)cc2)n2nc(C)nc2n1 | 0% | -15% | ? | -1% | -0.7 | 0 | 4% | -5% | 18
Cc1c(-c2ccc(Cl)cc2Cl)nc2ccccc2c1C(=O)NCCN1CCOCC1 | 0% | 7% | -24% | -5% | -0.4 | 0 | 1% | 0% | -1
O=C(OCC(=O)N1CCC(Cc2ccccc2)CC1)c1cc(Br)ccc1O | 6% | -5% | ? | 1% | . | -2 | -4% | -4% | .
Cc1ccc(NC(=O)c2ccc3snnc3c2)cc1C | -1%&4% | -17%&-10% | 0%&0% | -2%&-3% | 0.4&0.2 | -1&-5 | -3%&5% | -2%&0% | -10
Cc1ccccc1OCC(=O)OCC(=O)NCc1ccccc1 | 3% | 10% | 13% | -3% | 0.2 | -5 | -23% | 1% | -15
COc1cc(CNCc2cc(OC)ccc2OC)cc(OC)c1 | -7% | -13% | ? | -8% | 0.0 | -4 | -6% | 0% | -10
COc1ccc(-c2noc(CCC(=O)NCC3CCCO3)n2)cc1 (stereo not given) | -1% | -12% | 26% | 10% | -1.0 | -1&-6 | 9% | -3% | -3
COc1ccc(CCN2C(=O)c3cccnc3C2=O)cc1OC | 0% | 1% | 6% | 5% | -0.2 | -5 | 4% | -5% | -1
CCc1nnc(NC(=O)c2c(C)nn(-c3ccccc3)c2Cl)s1 | -12% | -3% | 0% | -3% | -0.1 | 3 | -1% | -3% | -4
Cn1c(=O)n(-c2ccc3c(c2)OCO3)c2nc(-c3ccc(Cl)cc3)nc(C(N)=O)c21 | 3% | 1% | 0% | -2% | 0.8 | -4 | -7% | -3% | .
CS(=O)(=O)N1CCN(C(=O)c2ccc(Br)s2)CC1 | -1% | 23% | -28% | -1% | 0.5 | -9 | -3% | -4% | 14
CCOC(=O)Cn1c(=O)oc2cc(S(=O)(=O)N3CCc4ccccc43)ccc21 | -1% | -3% | 1% | 6% | 0.8 | -4 | 3% | 15% | 28
O=C(COC(=O)CSc1ccc(Cl)cc1)NCCc1ccccc1 | 2% | -42% | ? | 6% | 0.1 | 2 | -15% | -1% | 24
CCCC(=O)NNC(=O)CCC(=O)NCc1ccccc1 | -1% | -3% | 26% | 4% | 1.0 | -3 | -12% | -5% | -36
O=C(Cn1nc(CNc2ccc(Cl)cc2)[n+]2c1CCCCC2)c1ccccc1 | 0% | -32% | ? | 7% | -0.8 | -3 | 9% | -4% | 7
O=C(OCc1ccccn1)C1CCN(C(=O)c2ccc(Cl)cc2)CC1 | -2% | -4% | -33% | 7% | 0.2 | -1 | -7% | -7% | -5
CCOc1cc(C(c2c(C)[nH][nH]c2=O)c2c(C)[nH][nH]c2=O)cc(Br)c1OC | 4% | -26% | 14% | -10% | 7.9 | 7 | -2% | 0% | 4
CC1(C)O[C@H]2[C@@H](O1)[C@@H](C(=O)Nc1ccccc1O)O[C@@H]1OC(C)(C)O[C@@H]12 | -6% | -10% | 2% | -2% | 0.7 | 0 | 5% | -3% | .
COc1ccc(-n2nc(C(=O)O)c3ccccc3c2=O)c(OC)c1 | 4% | 4% | 9% | . | -0.2 | -5 | -1% | -3% | 0
Cc1cccn2cc(-c3ccc(F)cc3)nc12 | 0% | -36% | 0% | -1% | -0.3 | -12 | 1% | 4% | 0
CC(=O)c1ccc(-n2c(C)ccc2-c2ccccc2)cc1 | -10% | ? | -24% | 0% | 0.2 | 8 | -9% | 0% | -4
CCOc1ccc(-c2nnn(CC(=O)NCc3ccc(C)cc3)n2)cc1 | 0% | -3% | -13% | 3% | 0.1 | -9 | -10% | -2% | 0
OC(COc1ccc2c(c1)CCC2)CN1CCN(c2cccc(Cl)c2)CC1 (stereo not given) | -21% | -1% | -33% | 1% | 55* | 0 | ? | 2% | 39*
Cc1ccc(OCC(O)Cn2c(NCCc3ccccc3)nc3c2c(=O)[nH]c(=O)n3C)cc1 (stereo not given) | 1% | -39% | -20% | -13% | 0.9 | -4 | -8% | -5% | 16
N#CCC(=O)Nc1ccc(C(=O)OCC(=O)N2CCN(C(=O)c3ccco3)CC2)cc1 | 0% | ? | -23% | 18% | . | -7 | 4% | 6% | .
CN(C)CCN1CCN(C2CN(Cc3ccc([N+](=O)[O-])cc3)S(=O)(=O)C2)CC1 (stereo not given) | -1% | . | -11% | . | . | -2 | . | -4% | .
CCCCn1c(N)c(N(CC(C)C)C(=O)c2c(-c3ccccc3)noc2C)c(=O)[nH]c1=O | -2% | -10% | 37%[activator] | 7% | 0.7 | -2 | -7% | 0% | 11
Cc1ccc(S(=O)(=O)N2CCCCC2)cc1NC(=O)CCCOc1ccccc1 | -2% | -17% | 0% | 9% | -0.1 | 3 | 4% | -1% | 1
COc1ccccc1OCCNC(=O)c1cccc(S(=O)(=O)N2CC(C)OC(C)C2)c1 (stereo not given) | 1% | 25% | -6% | -2% | -0.6 | -9 | 4% | -1% | -2
COc1ccc(Nc2nc(-c3ccncc3)nc3ccccc23)cc1 | -8% | -23% | 147%[activator] | -4% | -0.5 | -5 | -11% | -5% | 1
Cc1cccn2c(=O)c(C=O)c(N3CC(C)OC(C)C3)nc12 (stereo not given) | -12% | 0% | -3% | 0% | 0.1 | -1 | 5% | -1% | -14
CCN(CC)Cc1c(C(=O)N/N=C/c2cccc(OCc3cccc(Cl)c3)c2)nnn1-c1nonc1N | 1% | 29% | -1% | -14% | 1.0 | -8 | 8% | -1% | -28
CN1CCC(OC(=O)c2cccc(Br)c2)CC1 | 1% | -4% | -13% | -1% | 0.3 | 0 | -2% | 7% | 5
O=C(NCc1ccccc1Cl)C1CCN(S(=O)(=O)c2ccc3c(c2)CCCN3C(=O)C2CCC2)CC1 | -5% | -24% | -24% | 3% | . | 1 | 3% | -3% | .
Cc1ccc(S(=O)(=O)N(C)C)cc1NC(=S)Nc1ccc2cn[nH]c2c1 | 0% | ? | ? | 0% | -1.8 | 9 | 7% | -2% | 43*
CC1=CC(c2ccccc2)n2nc(NC(=O)CCC(=O)O)nc2N1 (stereo not given) | 0% | -28% | -15% | 8% | 0.6 | -4 | -1% | -2% | 11
COc1cc(/C=C/CN2CCC(C(=O)NC(c3ccc(F)cc3)c3ccc4ccccc4n3)CC2)ccc1OC(C)=O (stereo not given) | -24% | . | ? | . | . | 6 | . | ? | .
COc1ccc(C(C(=O)NC2CCCC2)N(Cc2cccnc2)C(=O)Cc2cccs2)cc1OC (stereo not given) | -1% | -7% | 26% | -1% | 0.9 | -6 | 2% | -4% | 2
COc1cc(NC(=O)c2cc(OC)c(OC)c(OC)c2)c2ncccc2c1 | -2% | -30% | 4% | -4% | . | 1 | 0% | 1% | .
COc1ccccc1C(=O)NC(=O)CSc1cccc[n+]1[O-] | 0% | 3% | 1% | 3% | 0.6 | -3 | 8% | 3% | -2
CCOC(=O)C1=C(C)NC(C)=C(C(=O)OCC)C1C(=O)OCC(N)=O | 0% | -2% | -9% | 6% | -0.5 | -7 | -1% | -3% | 12

Source: PubChem BioAssay (National Center for Advancing Translational Sciences (NCATS))
